High-throughput results as filed in PubChem BioAssay.
GoLoco inh red: blocks human Gai1 binding to RGS12 GoLoco peptide, red readout; P63096; Gai1:RGS12 GoLoco peptide FP, rhodamine, 10 min; Potency, µM (doses to about 61.6 µM), inactives show at the highest dose activity, negative = inhibition, hits mostly inhibitors; 230,000 compounds, 0.44% hits; AID 880; active = well fitted inhibition curve with a large enough effect, not every such curve was filed as active; inactive = no such curve, though single readings can be large or run the other way; also: nearly all actives have a fitted effect of over 30% in size; many of its hits are not listed in these tables
RECQ1 inh: inhibitors of human RECQ1 DNA helicase | P46063 | Potency, µM (doses to about 57.3 µM), for the others: at the highest dose activity, negative = inhibition, hits mostly inhibitors | RECQ1 DNA unwinding, red fluorescence kinetic read | 240,000 compounds, 0.54% hits;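 also: plate controls were vehicle for no effect and no enzyme for full effect; nearly all actives have a fitted effect of over 30% in size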
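RECQ1T1 50 nM; forked duplex (20 bp + 30-nt ss tails) 200 nM, ATP 2 mM final; pH 8.0, 2 mM MgCl2, 2.5 ug/ml poly(dI-dC); 15 min compound preincubation; discontinuous kinetic read over 2 h at RT.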
TRb SRC2 PPI: inhibitors of human thyroid hormone receptor beta-SRC2 interaction. TRbeta-SRC2 peptide binding, fluorescence polarization; receptor liganded with 1 µM T3. Potency, µM (doses to about 106 µM), for the others: at the highest dose activity change, negative = inhibition, usual class: inhibitors. 280,000 compounds, 0.065% hits. AID 1469;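 also: plate controls were bound peptide for no effect and peptide without receptor for full effect; nearly all actives have a fitted effect of over 50% in size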
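Fluorescence polarization of 20 nM Texas Red SRC2 peptide (20-aa NR interaction domain) bound to 0.6 uM human TRb ligand-binding domain, with 1 uM T3, after 5 hr at ambient temperature; inhibition seen as decreased polarization.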
TR SRC2 fluor cs: counter-screen for TRb-SRC2 inhibitors: fluorescence interference; TRb/SRC2 Texas Red total fluorescence interference; Potency, µM (series often up to 106 µM), for inactives: at the highest dose fluorescence change, negative = quenching; 280,000 compounds, 0.29% hits; AID 1479; active = well fitted curve in either direction with a large enough effect; inconclusive = small, poorly fitted or top-dose-only effect
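Human TRβ ligand-binding domain (0.6 uM) and Texas Red SRC2 peptide (20 nM) in Tris buffer with 1 uM T3 and 5% DMSO were incubated with pinned compound for 5 hr at ambient temperature. Total fluorescence was computed as S + 2P (555/632 nm).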
Tau fibril ThT: inhibitors of human tau fibril formation, thioflavin T binding; P10636; recombinant tau K18 P301L (four-repeat tau fragment), heparin-induced fibrillization, ThT fluorescence; Potency, µM (doses to about 57.4 µM), for inactives: at the highest dose activity, negative = inhibition, actives largely listed as inhibitors; 270,000 compounds, 2.1% hits; also: nearly all actives have a fitted effect of over 55% in size
Target sequence (P10636 561-689 P618L limits assumed): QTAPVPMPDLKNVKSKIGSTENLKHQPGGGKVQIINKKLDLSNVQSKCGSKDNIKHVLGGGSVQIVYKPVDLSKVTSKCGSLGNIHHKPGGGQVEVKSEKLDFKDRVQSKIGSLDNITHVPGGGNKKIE
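K18 P301L tau (15 uM + 0.24 uM Alexa 594-tagged), heparin 20 uM, NaOAc pH 7, 6 h 37 C; ThT 30 uM, 1 h RT, ex 450/em 510 nm.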
JMJD2E inh: JMJD2E (human) inhibition | 230,000 compounds, 1.6% hits | B2RXH2 | JMJD2E catalytic domain, FDH-coupled NADH fluorescence (FDH is formaldehyde dehydrogenase) | Potency, µM (highest dose often 57.1 µM), without a hit: at the top dose activity change, negative = inhibition, usual class: inhibitors; active = well fitted inhibition curve with a large enough effect, not every such curve was filed as active; inconclusive = small, poorly fitted or top-dose-only effect, or another doubt; inactive = no such curve, though single readings can be large or run the other way;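 also: 0% = wells with enzyme and -100% = buffer wells without enzyme; nearly all actives have a fitted effect of over 50% in size; many of its hits are not listed in these tables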
Tau FP inhib: inhibitors of human tau fibril formation; K18 P301L tau heparin fibrillization, Alexa594 FP, 6 h; P10636; Potency, µM (doses to about 57.7 µM), without a hit: at the highest dose activity, negative = inhibition, actives largely listed as inhibitors; 280,000 compounds, 0.39% hits; AID 1468; also: nearly all actives have a fitted effect of over 55% in size
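FP of Alexa 594-tau after heparin (20 uM) induction. Substrate: human K18 P301L, 15 uM unlabeled, 0.24 uM labeled. Buffer 100 mM sodium acetate pH 7. 6 hr, 37 C.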
L3MBTL1 block: L3MBTL1 (human) inhibition | Q9Y468 | AlphaScreen L3MBTL1–H3K9me1 peptide binding | Potency, µM (doses to about 57.1 µM), without a hit: at the top dose activity, negative = inhibition, hits mostly inhibitors | 230,000 compounds, 0.66% hits | AID 485360; also: nearly all actives have a fitted effect of over 60% in size
Target sequence (Q9Y468 whole entry, looked up): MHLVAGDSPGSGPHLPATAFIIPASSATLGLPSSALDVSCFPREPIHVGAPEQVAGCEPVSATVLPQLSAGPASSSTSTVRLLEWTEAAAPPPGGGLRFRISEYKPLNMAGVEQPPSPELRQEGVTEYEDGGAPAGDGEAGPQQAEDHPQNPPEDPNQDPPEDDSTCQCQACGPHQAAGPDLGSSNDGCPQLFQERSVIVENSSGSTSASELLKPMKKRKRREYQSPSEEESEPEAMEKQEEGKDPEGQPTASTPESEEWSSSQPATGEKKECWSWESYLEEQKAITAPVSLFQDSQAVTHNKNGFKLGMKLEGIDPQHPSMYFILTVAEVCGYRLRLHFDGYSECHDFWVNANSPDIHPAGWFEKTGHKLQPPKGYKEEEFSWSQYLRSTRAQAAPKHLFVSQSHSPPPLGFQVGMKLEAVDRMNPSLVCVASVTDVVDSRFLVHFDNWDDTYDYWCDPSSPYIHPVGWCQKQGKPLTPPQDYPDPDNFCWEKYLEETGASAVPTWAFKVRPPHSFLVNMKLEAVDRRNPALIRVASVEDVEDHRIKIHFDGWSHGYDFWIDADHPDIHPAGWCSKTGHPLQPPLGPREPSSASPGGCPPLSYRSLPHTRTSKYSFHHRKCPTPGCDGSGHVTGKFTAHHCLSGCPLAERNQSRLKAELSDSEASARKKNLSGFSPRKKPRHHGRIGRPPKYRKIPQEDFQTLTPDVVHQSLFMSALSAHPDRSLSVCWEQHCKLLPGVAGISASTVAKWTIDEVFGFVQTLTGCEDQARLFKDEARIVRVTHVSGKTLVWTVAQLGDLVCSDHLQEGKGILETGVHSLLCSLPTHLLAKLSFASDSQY
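L3MBTL1 50 nM + b-AHA-H3(1-15)K9me1 75 nM, 30 min RT; compound added, 30 min RT; streptavidin donor/Ni-chelate acceptor beads 10 ug/mL each final, 30 min RT dark; AlphaScreen read.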
* marks the source's active call; other numbers are inactive results; i = inactive; ? = inconclusive; . = no result given; & = joins results of further samples; [ ] = another dose, or the depositor's remark. Unless noted, calls follow the shape of the dose curve; as a rule, active = well fitted curve in the direction sought with a large enough effect; inconclusive = small, poorly fitted or top-dose-only effect, or another doubt; inactive = no such curve, though single readings can be large; an effect the other way counts as inactive or inconclusive. Unless noted, % is scaled to controls: 0 for no effect and ±100 for the full control effect; potency is read from the fitted curve at half-maximal effect.

SMILES	GoLoco inh red	RECQ1 inh	TRb SRC2 PPI	TR SRC2 fluor cs	Tau fibril ThT	JMJD2E inh	Tau FP inhib	L3MBTL1 block
Fc1ccc(OCc2nc3ccccc3s2)cc1	31%[activator]	-12%	1%	-7%	-16%	-5%	-8%	20%
CCN(CC)S(=O)(=O)c1ccc(C(=O)Nc2c3c(nn2C(C)(C)C)CS(=O)(=O)C3)cc1	-4%	-8%	5%	-4%	2%	2%	5%	-3%
COc1ccc(C(=O)C(CO)Oc2ccccc2OC)cc1OC (stereo not given)	3%	i	3%	-7%	-2%	-22%	-21%	9%
CCOc1ccccc1OCCCC(=O)NC1CCCc2ccccc21 (stereo not given)	.	-3%	11%	1%	-2%	19%	-1%	10%
COc1ccc(-n2cc(CNCCCN3CCCC3=O)c(-c3ccccc3Cl)n2)cc1	-7%	-2%	0%	-4%	-8%	-1%	-3%	-2%
O=C(/C=C/Nc1cccc(F)c1)c1ccco1	3%	-3%	-3%	-8%	?	-24%	-5%	.
O=C(c1ccc(Cl)cc1Cl)c1ncc(C(F)(F)F)cc1Cl	5%	-5%	1%	-5%	-3%	-1%	-4%	2%
Cc1cc(-c2nnc3n2N=C(c2ccccc2)CS3)n[nH]1	-1%	-5%	-8%	0%	-8%	10%	-4%	8%
CC(C)Sc1nc2ccccc2[nH]1	9%	i	-2%	-1%	9%	7%	6%	11%
COC(=O)c1sccc1-n1cccc1C(=O)C(=O)N1CCCC1	-9%	-5%	-2%	-1%	-5%	9%	0%	3%
COC(=O)COc1ccc(S(=O)(=O)NCC2CCCO2)cc1Cl (stereo not given)	-10%	-11%	-13%	0%	7%	2%	7%	2%
O=C1NC2(CCCCC2)N(C(=O)c2ccccc2)C2=C1CCCC2	9%	i	3%	-1%	-2%	7%	0%	.
CCN(CC)C(=O)C(=O)c1cccn1-c1c(Cl)cccc1C#N	10%	i	3%	-3%	3%	-1%	-3%	-3%
Fc1ccc(-c2ccc(CNCCSc3nnnn3-c3ccccc3)o2)cc1	.	.	2%	6%	-11%	.	?	.
Cn1c(=O)c2c(nc(NCCCO)n2C/C=C/c2ccccc2)n(C)c1=O	6%	i	-2%	-2%	-3%	-6%	8%	-4%
CCc1ccc(CNC(=O)C2CCCN(S(=O)(=O)c3ccc4c(ccn4C)c3)C2)cc1 (stereo not given)	.	.	4%	-30%	-4%	.	-10%	.
CCc1ccc(CN(C)C(=O)CCc2nnc(CCc3ccccc3OC)o2)nc1	5%	i	2%[53 µM]	0%[53 µM]	-6%	6%	-11%	-5%
Cc1cccc(NC(=O)c2cnc3n(c2=O)CCS3)c1	-5%	-1%	0%	-1%	-17%	2%	5%	15%
COc1cccc(NC(=O)CCC(=O)Nc2cccc(OC)c2)c1	5%	-17%	-3%	-7%	6%	-6%	0%	-1%
CCc1ccccc1NC(=O)c1cc(=O)c2ccccc2o1	13%	?	-3%	-3%	-9%	8%	-3%	4%
COc1cc([N+](=O)[O-])ccc1N1C(=O)C2C3C=CC(C4CC34)C2C1=O (stereo not given)	-4%	-1%	-3%	-1%	-4%	2%	-1%	14%
COc1cc(C2C3C(=O)N(c4ccc(F)cc4)C(=O)C3ON2c2ccccc2)ccc1O (stereo not given)	2%	i	-8%	0%	-8%	6%	?	-3%
COc1ccc(N2C(=O)CC(Nc3ccc(F)cc3)C2=O)c([N+](=O)[O-])c1 (stereo not given)	-6%	i	-1%	-2%	4%	-5%	-2%	-8%[11.4 µM]
Cc1ccc(-c2nc(=S)c3c(n2CC2CCCO2)CC(C)(C)OC3)cc1 (stereo not given)	0%	-6%	-6%	-7%	-1%	-5%	2%	.
COc1ccc(-c2nc(C#N)c(N3CC(C)OC(C)C3)o2)cc1OC (stereo not given)	7%	-3%	-15%	-1%	-7%	?	?	-25%
CC(C)(C)C1CCc2nc(NC(=O)Cc3ccc(Cl)cc3)sc2C1 (stereo not given)	.	.	-3%	-2%	-17%	.	0%	.
CCn1c(SCC(=O)Nc2ccccc2)nc2nc3c(cc2c1=O)COC(C)(C)C3	4%	-2%	-5%	-1%	.	-6%	-4%	.
Cc1nn(C)c2c1c(-c1ccccc1)cc(=O)n2CC(=O)NC(C)C	.	.	1%	0%	-9%	.	-5%	.
O=C(O)C1CCN(C(=O)c2ccc(Cl)cc2)CC1	3%	6%	7%	2%	-3%	5%	?	.
O=c1oc2ccccc2nc1/C=C(O)/C=C\c1ccccc1	88%[activator]	-10%	-9%	-2%	28µM*	20µM*	?	-9%
COc1ccc2c(c1OC)C(=O)OC2CC(=O)c1ccc(O)c(O)c1 (stereo not given)	9%	-3%	11%	-2%	?	14µM*	-9%	.
Cc1nn(-c2ccccc2)c(N)c1Sc1ccc([N+](=O)[O-])cc1	16%	-9%	-1%	-9%	5%	-4%	-4%	-7%
O=C(NC1(C(F)(F)F)NC(=O)N(Cc2ccccc2)C1=O)c1cccnc1 (stereo not given)	-4%	-8%	9%	-1%	-7%	7%	-1%	.
C=C1CN(Cc2ccccc2)S(=O)(=O)c2ccccc21	-9%	5%&-3%	5%&3%&-2%	1%&-1%&-5%	?	-15%	-3%	.
O=Cc1c(F)cccc1N1CCCC1	18%	i	-3%	0%	-4%	-4%	-4%	7%
COc1ccc(S(=O)(=O)N2CCOC2CNC(=O)C(=O)NCCc2c[nH]c3ccccc23)cc1 (stereo not given)	0%	i	-1%	-2%	-8%	-2%	8%	-6%
COC(=O)C(Cc1ccc(OC(=O)c2ccc(Cl)cc2)cc1)N1Cc2ccccc2C1=O (stereo not given)	-1%	-3%	6%	-1%	?	4%	2%	-1%
CC(=O)Nc1ccc(NC(=O)c2cc(-c3ccc4c(c3)OCCO4)on2)cc1	.	.	21%	-3%	?	.	-12%	.
COc1ccc(/C(=C\C(=O)O)c2nccc3cc(OC)c(OC)cc23)cc1OC	0%	20%	-2%	-1%	-20%	4%	-11%	.
Cc1ccc(CCN2CC(C(=O)NCc3ccc4c(c3)OCO4)CC2=O)cc1 (stereo not given)	0%	0%	3%	-7%	-6%	-1%	-5%	2%
CCOc1cc(/C=N/NC(=O)CN2CCOCC2)ccc1OCc1ccc(Cl)cc1	8%	-10%	1%	-6%	-22%	-4%	5%	-4%
COc1ccc(-c2nnc(SCC(=O)Nc3nncs3)o2)cc1	15%	i	2%	0%	?	-25%	-9%	.
CCOC(=O)c1cc2c(=O)n3ccccc3nc2n(CC2CCCO2)c1=NC(=O)c1ccccc1F (stereo not given)	.	.	-6%	-1%	-3%	.	-1%	.
CCCS(=O)(=O)N1CCN(Cc2ccccc2C(F)(F)F)CC1	-7%	-3%	-20%	-2%	2%	?	2%	0%
CCS(=O)(=O)Nc1ccc2[nH]c(=O)[nH]c2c1	-2%	10%	6%	-1%	4%	1%	1%	12%
Cc1c(Cl)cccc1NC(=O)Cn1c(=O)nc(-c2ccccc2)c2ccccc21	.	.	-8%	0%	8%	.	-12%	.
Clc1ccc(SCNc2ccccc2Cl)cc1	7%	-5%	-5%	3%	?	-25%	?	.
O=C(Nc1ccc2oc(-c3ccccc3)nc2c1)c1cccs1	30%[activator]	1%	8%	0%	?	-6%	?	7%

Part of the list above, reduced to Tau fibril ThT and RECQ1 inh:
canonical_smiles	Tau fibril ThT	RECQ1 inh
COc1ccc(-c2nnc(SCC(=O)Nc3nncs3)o2)cc1	?	i
CCOC(=O)c1cc2c(=O)n3ccccc3nc2n(CC2CCCO2)c1=NC(=O)c1ccccc1F (stereo not given)	-3%	.
Cc1c(Cl)cccc1NC(=O)Cn1c(=O)nc(-c2ccccc2)c2ccccc21	8%	.

Next entries follow.
SMILES	GoLoco inh red	RECQ1 inh	TRb SRC2 PPI	TR SRC2 fluor cs	Tau fibril ThT	JMJD2E inh	Tau FP inhib	L3MBTL1 block
NC(=O)N/N=C/c1cn(-c2ccccc2)nc1-c1cccs1	14%	-2%	6%	-2%	16%	-23%	-12%	-7%
O=C(c1ccccc1)c1coc2ccc(O)c(CN3CCOCC3)c12	-1%	-10%	-6%	1%	-3%	-5%	-7%	1%
COc1ccc(CNC(=O)C2CCN(S(=O)(=O)c3c(C)n[nH]c3C)CC2)cc1	1%	-24%	-9%	-1%	-8%	3%	-2%	3%
O=[N+]([O-])c1ccc(CSc2nnc(Cc3ccccc3)o2)cc1	180%[activator]	-7%	1%	-2%	.	8%	5%	.
O=[N+]([O-])c1ccc2nc[nH]c2c1	-27%	-11%	8%	-1%	.	.	.	.
Cc1ccc(C2CC(c3ccccc3)=NN2c2ccccc2)o1 (stereo not given)	1%	i	-1%	0%	-6%	?	13%	81%[activator]
Cc1ccc(NC(=O)CSc2nnc(CNC(=O)c3ccco3)o2)cc1	-9%	-6%	8%	-3%	-7%	5%	-1%	.
CC1CC(C)CN(S(=O)(=O)c2ccc(NC(=S)NC(=O)c3ccccc3)cc2)C1 (stereo not given)	-4%	0%	-9%	-2%	8%	1%	7%	-5%
CCCn1c(SCc2nc(-c3cc(OC)ccc3OC)no2)nnc1-c1ccc(Cl)cc1	.	.	3%	4%	-11%	.	4%	.
Cc1c(Cl)cccc1NC(=O)CCS(=O)(=O)c1ccc2c(c1)CC(=O)N2C	.	.	-5%	0%	-9%	.	2%	.
Cc1cccc(CNS(=O)(=O)c2ccc3[nH]c(=O)ccc3c2)c1	.	.	-4%	3%	-6%	.	-5%	.
O=C(c1ccc(CS(=O)c2ccccc2Cl)o1)N1CCN(c2cccc(Cl)c2)CC1 (stereo not given)	.	.	-5%	-2%	?	.	0%	.

Compounds from the list above with a cyano group (2):
SMILES	GoLoco inh red	RECQ1 inh	TRb SRC2 PPI	TR SRC2 fluor cs	Tau fibril ThT	JMJD2E inh	Tau FP inhib	L3MBTL1 block
CCN(CC)C(=O)C(=O)c1cccn1-c1c(Cl)cccc1C#N	10%	i	3%	-3%	3%	-1%	-3%	-3%
COc1ccc(-c2nc(C#N)c(N3CC(C)OC(C)C3)o2)cc1OC (stereo not given)	7%	-3%	-15%	-1%	-7%	?	?	-25%

Some of the compounds tested; rates above refer to the full screens.
